Screening data deposited in PubChem by several laboratories.
LYP inhibition: LYP phosphatase inhibitors, primary screen, biochemical, DiFMUP fluorescence, recombinant catalytic domain, 10 µM (AID 606); recombinant LYP catalytic domain, DiFMUP fluorescence; higher % means a stronger effect; inhibition, % at 10 µM, or IC50 in µM where a hit was titrated; 52,000 tested, under 10 active;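 active means IC50 under 40 µM in the dose-response test; inactive means IC50 of 40 µM or more, or never dose-tested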
Spn DPM-DC inh: blocks S. pneumoniae diphosphomevalonate decarboxylase; purified DPM-DC, PK/LDH coupled NADH fluorescence; calls only at 10 µM; 0.49% of 65,000 active;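 active means the 320 compounds with the highest percent inhibition in the single-dose primary screen, excluding strongly autofluorescent ones, cut at about 32% in these data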;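 further: kinetic rate of NADH fluorescence loss reporting ADP formed by the decarboxylase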
HPDE-C7 viability: cytotoxicity in HPDE-C7 cells, cell-based, fluorescence, HTS (AID 430) | 1.8% of 63,000 active | HPDE-C7 pancreatic duct cells viability, fluorescence; higher % means a stronger effect | cytotoxicity, % at 10 µM; hits with a dose series show EC50 in µM;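 further: cells exposed to compound for 48 hours before viability readout; 0% = vehicle and 100% = reference cytotoxic drug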
KRASV12 cytotoxicity: viability loss of HPDE-C7K cells – cell-based, fluorescence, HTS, primary screen (AID 431). HPDE-C7K KRASV12 cells, Alamar Blue viability, 48 h; higher % means a stronger effect. one-dose cytotoxicity, % at 10 µM; EC50 in µM for titrated hits. 1.7% of 63,000 active;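 active means compounds whose percent cytotoxicity in the single-dose primary screen, scaled between solvent and toxic-drug controls, exceeds 50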;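 further: 0% = DMSO solvent wells and 100% = doxorubicin-treated wells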
PMK inhibit: inhibitors of Streptococcus pneumoniae phosphomevalonate kinase; purified PMK, PK/LDH-coupled NADH absorbance 340 nm; inhibition, % at 10 µM; 0.49% of 65,000 active;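 active means top-ranked compounds by inhibition in the single 10 µM screen, taking a fixed number of the strongest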;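 further: 0% = full reaction with DMSO carrier and 100% = background rate without enzyme reaction; no value below 0 was filed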
Bfl-1 displacement: displacement of Bid BH3 peptide from Bfl-1 – biochemical, fluorescence polarization, FITC-Bid, mouse, primary screen (AID 432) | FITC-Bid BH3 peptide fluorescence polarization displacement; higher % means a stronger effect | 0.02% of 64,000 active | displacement, % at 20 µM; hits with a dose series show IC50 in µM; in the data active means a potency from the dose series; inactive means the rest, 99 in 100 with displacement below about 15%; further: strong numbers were not always called active
Alkaline phosphatase: inhibition of tissue-nonspecific alkaline phosphatase – biochemical, luminescent (AID 518); purified TNAP enzyme, luminescent substrate readout; higher % means a stronger effect; one-dose inhibition, % at 20 µM; IC50 in µM for titrated hits; 0.09% of 64,000 active; in the data active means a potency from the dose series; inactive means the rest, 99 in 100 with inhibition below about 22%;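 further: plate controls were vehicle for no effect and reference inhibitor for full effect; many of its hits are not listed in these tables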
HT1080 cytotoxicity: HT1080 cell viability loss – fluorescence readout (AID 620) | HT1080 viability, fluorescence; higher % means a stronger effect | cytotoxicity, % at 10 µM, or EC50 in µM where a hit was titrated | 0.42% of 87,000 active;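 further: cells exposed to compound overnight then 4 h with Alamar Blue; 0% = vehicle DMSO and 100% = killing control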
MK inhibit: blocks S. pneumoniae mevalonate kinase | 0.48% of 65,000 active | purified MK, PK/LDH-coupled NADH absorbance 340 nm | AID 555 | inhibition, % at 10 µM;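 active means ranked among the strongest by inhibition in the single 10 µM screen, a fixed top-ranked set picked for dose follow-up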; further: no value below 0 was filed
PMK inhibit pilot replicates: further read-out of PMK inhibit, marked with its call; inhibition, %; measured here: pilot screen replicates
MK inhibit pilot replicates: second read-out of MK inhibit, no call of its own (marks repeat the call); inhibition, %; measured here: pilot screen replicates
Spn DPM-DC inh pilot screen %: second read-out of Spn DPM-DC inh, no call of its own (marks repeat the call); inhibition, %; measured here: pilot screen trials
* hit, by the source's call; i = inactive; nt = no result given. Unless noted, no stated cut-off is given here; in the data, active means cytotoxicity above about 50%; inactive means the rest.

SMILES	LYP inhibition	Spn DPM-DC inh	HPDE-C7 viability	KRASV12 cytotoxicity	PMK inhibit	Bfl-1 displacement	Alkaline phosphatase	HT1080 cytotoxicity	MK inhibit	others
COCCNC(=O)CCCn1c(=O)c2ccccc2n(CC(=O)NCCC2=CCCCC2)c1=O	6.2%	i	-3.9%	-5.7%	14.0	-0.6%	5.4%	0.9%	0.0
O=C(c1ccco1)N(Cc1nc2ccccc2c(=O)[nH]1)C1CCCC1	3.3%	i	-17.1%	-10.6%	19.0	1.3%	-0.2%	5.5%	5.0
O=c1c2ccccc2nc2n1CCC2	nt	i	-3.9%	-6.8%	23.0	4.2%	21.8%	3.6%	86.0*
Cc1ccc(-c2nnc(-c3cccc(Br)c3)o2)cc1	nt	i	-22.3%	-4.5%	0.0	-5.1%	12.0%	8.6%	3.0	PMK inhibit pilot replicates=2.0;MK inhibit pilot replicates=3.0;Spn DPM-DC inh pilot screen %=6.5
O=C(NCCCN1CCN(CCCNC(=O)c2ccc3c(c2)OCO3)CC1)c1ccc2c(c1)OCO2	4.5%	i	-10.0%	-34.5%	8.0	-5.1%	4.4%	5.5%	6.0
O/N=C(\c1ccc2c(c1)OCCO2)C1CCCCC1	11.8%	i	1.4%	-7.1%	13.0	-6.7%	2.4%	-1.5%	7.0
Cc1nn(Cc2ccc(C(=O)Nc3nccs3)cc2)c(C)c1Cl	nt	i	31.4%	43.7%	6.0	1.4%	10.3%	-6.3%	8.0
CCCCc1c(C)nc(N)[nH]c1=O	nt	i	-0.1%	1.6%	12.0	-0.9%	5.4%	1.9%	5.0
CC(C)n1c(SCC(=O)NCc2ccco2)nc2c1c(=O)n(C)c(=O)n2C	0.7%	i	-37.8%	-13.4%	12.0	-5.9%	7.7%	-7.2%	0.0
O=C(CSc1nnc(COc2cccc3cccnc23)o1)N1CCc2ccccc21	2.7%	i	36.7%	37.5%	13.0	-4.0%	14.5%	34.3%	10.0
CNC(=O)CCn1nc(-c2ccccc2)c2ccccc2c1=O	-4.2%	i	-2.1%	4.7%	4.0	-11.3%	4.1%	-7.4%	0.0
O=C(CCCN1C(=O)c2cccnc2C1=O)N1CC(=O)N(CCc2ccccc2)C(=O)C1	0.9%	i	nt	nt	13.0	9.7%	3.5%	-4.6%	7.0
CCOCCOC(=O)C1=C(C)N(C)C(=O)NC1c1cc(Cl)c(O)c(OCC)c1 (stereo unspecified)	11.2%	i	2.1%	3.2%	12.0	1.1%	6.5%	2.0%	8.0
Cn1nnnc1SCC(=O)Nc1ccc(Oc2ccccc2)cc1	16.0%	i	-4.5%	5.4%	5.0	-4.0%	6.1%	5.3%	15.0
Cc1csc(NC(=O)c2cccc(Cn3nc(C)c(Br)c3C)c2)n1	4.6%	i	22.5%	29.8%	0.0	0.5%	9.9%	8.5%	6.0
Cc1ccc(C(=O)N2CCN(C3CCCCC3)CC2)s1	nt	i	2.6%	8.1%	4.0	-1.0%	-3.4%	-5.6%	11.0
Cn1c(=O)c2c(nc(CN3CCN(c4ccccc4)CC3)n2CCN2CCOCC2)n(C)c1=O	8.9%	i	-12.1%	1.9%	11.0	-9.8%	13.6%	8.9%	0.0
COC(=O)CSc1nnc(CNC(=O)c2cccc(C)c2)n1-c1ccccc1OC	nt	i	-3.0%	6.7%	0.0	-4.0%	6.3%	7.7%	0.0
CN1CCN(CCC(=O)N2c3ccccc3Sc3ccc(Cl)cc32)CC1	-1.9%	i	17.5%	35.1%	9.0	1.6%	4.1%	2.6%	0.0
O=C(Nc1nccs1)C12CC3CC(C1)CC(C(=O)Nc1nccs1)(C3)C2	nt	i	-1.2%	-3.2%	11.0	-3.9%	3.3%	-5.5%	3.0
CCCCOC(=O)c1ccc(NC(=O)C(CCS(C)(=O)=O)NC(C)=O)cc1 (stereo unspecified)	12.7%	i	-1.5%	3.5%	16.0	-8.2%	-3.1%	8.4%	0.0
O=C(CSc1nnc(-c2cccs2)n1-c1ccccc1)NCc1ccco1	12.2%	i	nt	nt	9.0	-8.1%	13.4%	5.0%	7.0
CCC(=O)c1ccccc1OCCCN1C(=O)NC(C)(C)C1=O	1.4%	i	-8.1%	21.0%	9.0	1.1%	8.2%	4.2%	6.0
Cc1ccccc1CN1CCN(CC(=O)NCc2ccco2)C1=O	4.6%	i	-17.9%	4.7%	15.0	-3.4%	1.3%	-5.7%	0.0	PMK inhibit pilot replicates=2.0;MK inhibit pilot replicates=0.0;Spn DPM-DC inh pilot screen %=0.0
O=C(NCc1ccccc1)N[C@@H](Cc1c[nH]c2ccccc12)C(=O)O	nt	i	-12.7%	-5.2%	16.0	-3.4%	12.4%	2.7%	12.0
CN1CCN(CCCC(=O)c2ccc(F)cc2)CC1	-1.6%	i	-0.4%	1.9%	10.0	-6.4%	12.1%	-10.3%	0.0
CCOc1ccccc1CNC(=O)C1CCN(c2nc3ccccc3o2)CC1	4.6%	i	-9.3%	-8.5%	15.0	-4.6%	3.3%	-3.7%	5.0
CCO/C=C/C(O)(CNC(=O)COc1ccccc1F)C(F)(F)F (stereo unspecified)	2.0%	i	-9.8%	-8.5%	11.0	-9.1%	3.0%	-3.7%	2.0
O=C(c1n[nH]c(=O)c2ccccc12)N1CCN(c2ccccc2)CC1	-2.6%	i	-23.8%	-16.2%	9.0	1.3%	6.8%	-3.7%	3.0
Cn1c2ccccc2c2c(C(=O)N3CCN(c4ccccc4)CC3)cn(C3CCCC3)c(=O)c21	12.5%	i	-8.6%	-13.4%	13.0	-16.2%	-5.9%	nt	4.0
O=C(Nc1cccc(F)c1)C1CC(=O)N(c2ccc(Br)cc2)C1 (stereo unspecified)	7.8%	i	-20.0%	-17.0%	11.0	-4.7%	13.1%	-5.0%	4.0
COc1cc(C(=O)Nc2cccc(-c3nc4cc(C)ccc4o3)c2C)cc(OC)c1OC	8.8%	i	6.2%	14.3%	0.0	7.4%	4.2%	-3.8%	8.0
CCOCCCNS(=O)(=O)c1ccc2c(c1)CCN2C(C)=O	6.3%	i	-7.0%	3.6%	14.0	-3.2%	14.8%	nt	0.0
Cc1cc(NC(=O)c2cc(CC(C)C)on2)no1	4.0%	i	-11.5%	-3.6%	0.0	4.3%	7.3%	9.0%	6.0
C/C(N)=C(/C#N)C(=O)COC(=O)C1Cc2ccccc2CN1S(C)(=O)=O (stereo unspecified)	nt	i	-13.7%	-14.7%	15.0	-5.8%	6.3%	-0.8%	5.0
CCCS(=O)(=O)N1CCC(C(=O)N2CCN(Cc3ccccc3)CC2)CC1	nt	i	6.4%	7.9%	14.0	-3.9%	5.5%	-8.8%	0.0
Clc1ccccc1OCc1nn2c(-c3ccncc3)nnc2s1	15.1%	i	4.6%	6.4%	6.0	-4.4%	13.2%	7.0%	9.0	PMK inhibit pilot replicates=1.5;MK inhibit pilot replicates=0.0;Spn DPM-DC inh pilot screen %=2.0
CC1C(=O)CCC1(C(=O)O)c1ccccc1 (stereo unspecified)	11.5%	i	9.4%	-3.5%	9.0	0.3%	7.6%	7.6%	12.0
CCCCSc1nnc(CCC)n1N	5.2%	i	nt	nt	7.0	-2.4%	3.6%	0.1%	0.0
Cc1cccc(C)c1NC(=O)CSc1nnc(-c2ccncc2)n1Cc1ccco1	nt	i	-27.9%	-21.8%	11.0	-8.0%	9.7%	0.8%	2.0
Cc1ccc2[nH]c(=O)c(CN(CC3CCCO3)S(=O)(=O)c3c(C)ccc4nsnc34)cc2c1 (stereo unspecified)	-2.1%	i	-1.7%	-9.5%	11.0	0.7%	8.7%	-4.4%	6.0
COc1ccc(-c2cn3c(C)c(C(=O)Nc4ccncc4)sc3n2)cc1	4.5%	i	25.1%	11.5%	11.0	-3.7%	10.3%	23.5%	1.0
COC(=O)c1ccc(N=c2sc(C(=O)OC)cc(=O)n2C)cc1	3.8%	i	-15.2%	-16.7%	4.0	0.2%	-2.5%	-4.7%	11.0
O=S(=O)(NCCOc1cccc2cccnc12)c1ccc(F)cc1	8.8%	i	6.3%	4.0%	7.0	-7.3%	4.4%	19.4%	4.0
CN1CCN(c2nc(N3CCN(CCO)CC3)nc3ccccc23)CC1	nt	i	-2.1%	8.2%	13.0	1.1%	7.6%	5.2%	6.0
CCOC(=O)c1ccccc1NC(=O)c1ccccc1SC	2.9%	i	25.3%	21.6%	0.0	-2.6%	12.6%	1.4%	2.0
COc1ccccc1NC(=O)N(c1c(N)n(Cc2ccccc2)c(=O)[nH]c1=O)C1CCCC1	11.7%	i	-5.5%	-8.3%	16.0	2.6%	13.6%	16.5%	10.0
Cn1c(=O)c2cc(S(=O)(=O)N3CCN(c4cccc(C(F)(F)F)c4)CC3)ccc2n(C)c1=O	3.5%	i	-2.2%	-3.4%	0.0	-7.9%	9.4%	nt	0.0

A portion of the results above:
SMILES	LYP inhibition	Spn DPM-DC inh	HPDE-C7 viability	KRASV12 cytotoxicity	PMK inhibit	Bfl-1 displacement	Alkaline phosphatase	HT1080 cytotoxicity	MK inhibit	others
O=S(=O)(NCCOc1cccc2cccnc12)c1ccc(F)cc1	8.8%	i	6.3%	4.0%	7.0	-7.3%	4.4%	19.4%	4.0
CN1CCN(c2nc(N3CCN(CCO)CC3)nc3ccccc23)CC1	nt	i	-2.1%	8.2%	13.0	1.1%	7.6%	5.2%	6.0
CCOC(=O)c1ccccc1NC(=O)c1ccccc1SC	2.9%	i	25.3%	21.6%	0.0	-2.6%	12.6%	1.4%	2.0
COc1ccccc1NC(=O)N(c1c(N)n(Cc2ccccc2)c(=O)[nH]c1=O)C1CCCC1	11.7%	i	-5.5%	-8.3%	16.0	2.6%	13.6%	16.5%	10.0
Cn1c(=O)c2cc(S(=O)(=O)N3CCN(c4cccc(C(F)(F)F)c4)CC3)ccc2n(C)c1=O	3.5%	i	-2.2%	-3.4%	0.0	-7.9%	9.4%	nt	0.0

Going on with the list:
SMILES	LYP inhibition	Spn DPM-DC inh	HPDE-C7 viability	KRASV12 cytotoxicity	PMK inhibit	Bfl-1 displacement	Alkaline phosphatase	HT1080 cytotoxicity	MK inhibit	others
COc1ncnc(OC)c1NC(=O)c1ccc(F)cc1	-1.5%	i	3.3%	-0.2%	10.0	-2.1%	14.7%	-4.7%	63.0*
CC1CCCN(C(=O)COC(=O)c2n[nH]c3ccccc23)C1 (stereo unspecified)	-5.8%	i	3.1%	1.7%	13.0	-3.9%	18.4%	-4.2%	3.0
CC1CCCN(c2nc3ccsc3c(=O)s2)C1 (stereo unspecified)	1.3%	i	-3.5%	-12.2%	0.0	-3.3%	4.6%	2.1%	5.0
Cc1csc(NC(=O)c2nc3nccc(C)n3n2)n1	13.4%	i	-2.4%	-7.5%	12.0	-5.9%	5.9%	1.1%	0.0
O=C(CCSCc1ccccc1F)N1CCN(c2ccccn2)CC1	-9.1%	i	22.9%	-2.1%	8.0	-8.1%	15.3%	-5.0%	3.0
CCC(C)NC(=O)C1CCN(C(=O)c2ccccc2)CC1 (stereo unspecified)	12.5%	i	-4.2%	-16.2%	1.0	1.4%	2.3%	-2.9%	0.0
